USP2a block: inhibitors of human ubiquitin-specific protease USP2a. O75604. actives 0.01% (n = 330,000). USP2 core, Ub-CHOP2 coupled fluorogenic reporter, 485/531. AID 463254. Potency, µM (doses to about 38.3 µM), inactives show at the highest dose activity change, negative = inhibition, most hits filed as inhibitors;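 further: potency means the concentration at half of the fitted maximal effect; plate controls were DMSO wells for no effect and full inhibition by NEM control for full effect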
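Deubiquitinase activity read as fluorescence (485/531 nm) after Ub-CHOP2 cleavage activates the enterokinase reporter on its substrate; USP2 core 10nM, Ub-CHOP2 and substrate 25nM each, 30min compound preincubation then 60min RT; data normalized to NEM, curves fitted.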
Mito fusion yeast: mitochondrial division inhibition or fusion activation. S. cerevisiae fusion-defective mutant growth rescue, CellTiterGlo 48 h. Potency, µM (doses to about 46.1 µM), without a hit: top-dose growth rescue (activation), hits mostly activators. actives 0.23% (n = 320,000). AID 485298;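 further: potency means the concentration at half of the fitted maximal effect; % of control where 0% means no effect; nearly all actives have a fitted effect of over 45% in size; temperature-sensitive fusion mutants such as fzo1-1 at 37 °C on non-fermentable ethanol glycerol medium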
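Yeast fusion mutant, YPEG (non-fermentable carbon), compound, 48 h at 37C non-permissive; CellTiterGlo added, 10 min RT, luminescence read. Rescued growth = division inhibition.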
Eya2 phos inh: inhibitors of human Eya2 phosphatase activity | recombinant Eya2, OMFP fluorescence dephosphorylation (OMFP is methylfluorescein phosphate) | AID 488837 | Potency, µM (top dose mostly 76.9 µM), without a hit: top-dose activity, negative = inhibition, actives largely listed as inhibitors | actives 0.006% (n = 330,000); further: potency means the concentration at half of the fitted maximal effect; on the % scale 0 is the no-effect control and ±100 the full control effect
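Eya2 protein (added as 0.2 uM solution) was preincubated with compound for 10 min at ambient temperature in 50 mM HEPES pH 7.5, 50 mM NaCl, 5 uM MgCl2, 0.05% BSA, 1 mM DTT. OMFP (added at 50 uM) then reacted 10 min; fluorescence read at 485/525 nm.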
uPA surface inh: cell surface uPA generation inhibition | actives 0.31% (n = 330,000) | cell surface uPA generation assay, qHTS | Potency, µM (highest dose often 38.3 µM), inactives show at the top dose activity change, negative = inhibition, actives largely listed as inhibitors; active means well fitted inhibition curve with a large enough effect; inconclusive means small, poorly fitted or top-dose-only effect; inactive means no such curve, though single readings can be large or run the other way; tested in mouse RAW 264.7 cells; further: potency means the concentration at half of the fitted maximal effect; on the % scale 0 is the no-effect control and ±100 the full control effect; nearly all actives have a fitted effect of over 55% in size
ELG1 repair inh: blocks ELG1-dependent DNA repair in HEK293T cells | AID 504467 | actives 2.3% (n = 330,000) | HEK293T ELG1-luciferase reporter, luminescence, 16 h; DNA damage induced by 5-fluorouridine | Potency, µM (top dose mostly 46.1 µM), inactives show at the top dose activity change, negative = inhibition, actives largely listed as inhibitors; further: potency means the concentration at half of the fitted maximal effect; on the % scale 0 is the no-effect control and ±100 the full control effect; nearly all actives have a fitted effect of over 55% in size
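In this reporter screen, reduction of luminescence relative to DMSO vehicle indicated activity. Compounds and 5-fluorouridine were added together to 2,000 cells per well, incubated for 16 hr at 37 °C, then developed with ONE-Glo.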
Chronic BCR inh: blocks chronic active B-cell receptor signaling | ABC-DLBCL IkBa-CBG/CBR reporter, luminescence ratio, 4 h | actives 0.05% (n = 340,000) | AID 493014 | Potency, µM (top dose mostly 46.1 µM), for inactives: at the highest dose ratio change, negative = lower green/red ratio, usual class: inhibitors; active means well fitted inhibition curve with a large enough effect in the signal ratio, with a control signal flat, not every such curve was filed as active; inconclusive means small, poorly fitted or top-dose-only effect, or effect the other way, or a change in a side signal; the % refers to the signal ratio;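 further: potency means the concentration at half of the fitted maximal effect; plate controls were basal doxycycline-induced cells for no effect and cells given 10 µM MG132 for full effect; MG132 reads +100%, hits lower the ratio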
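Cell line TMD8 (human ABC DLBCL), stably expressing tet-inducible CBG68-IkBa fusion and CBR; IMDM/0.5% FBS; cpd up to 46 uM; dox induction, 4 h, 37C/5% CO2; dual luminescence; green/red ratio; MG132 control.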
TSHR antag: blocks TSH signaling through the human TSH receptor; P16473; AID 504810; activity change, negative = inhibition, % at 11.5 µM; actives 0.2% (n = 330,000); TSHR-expressing cells, TSH-stimulated cAMP HTRF, 2 h; active compounds read low;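 active means activity change below a set negative limit, meaning inhibition stronger than a set level, cut at about -70% in these data; inconclusive means activity change between two set negative limits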; further: on the % scale 0 is the no-effect control and ±100 the full control effect
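Freshly harvested TSHR cells receive pin-tooled compound, then EC80 TSH at 4nM final. After 2 hours at 37 deg C, antibody in lysis buffer and cAMP-d2 are added; 30 minutes at ambient temperature precede the HTRF read.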
B2AR arrestin: recruits beta-arrestin to the human beta2-adrenergic receptor | beta-arrestin recruitment to beta2AR, cell-based reporter | Potency, µM (highest dose often 46.1 µM), for the others: at the highest dose activation, actives largely listed as activators | actives 0.02% (n = 330,000) | AID 492947;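 further: potency means the concentration at half of the fitted maximal effect; 0% = DMSO controls and full agonism = EC100 isoproterenol or metaproterenol; nearly all actives have a fitted effect of over 65% in size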
Target sequence (P07550 whole entry, looked up): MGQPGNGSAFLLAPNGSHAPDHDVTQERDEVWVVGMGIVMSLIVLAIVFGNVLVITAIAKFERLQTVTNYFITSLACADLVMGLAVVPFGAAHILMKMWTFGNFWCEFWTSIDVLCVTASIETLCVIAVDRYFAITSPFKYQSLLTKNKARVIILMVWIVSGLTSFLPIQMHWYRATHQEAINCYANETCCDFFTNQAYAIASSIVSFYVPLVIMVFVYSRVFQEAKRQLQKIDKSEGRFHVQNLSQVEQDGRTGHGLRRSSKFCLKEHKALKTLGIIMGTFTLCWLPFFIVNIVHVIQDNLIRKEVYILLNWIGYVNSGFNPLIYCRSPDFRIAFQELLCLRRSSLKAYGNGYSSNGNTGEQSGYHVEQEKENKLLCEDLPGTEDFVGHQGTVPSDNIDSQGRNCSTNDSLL
TCR activator: T cell receptor activation; primary human leukocytes, anti-CD3, IL-2 HTRF, 48 h; Potency, µM (top dose mostly 9.22 µM), for inactives: at the top dose activation of IL-2 secretion, usual class: activators; 330,000 tested, under 10 active; further: % of control where 0% means no effect
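Readout: HTRF IL-2, Eu-cryptate/d2 antibody pair, 320nm excitation, 665nm emission. Stimulus: a-CD3 beads, no co-stimulation. Cells: primary human leukocytes. Exposure: 48 hr with compound.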
Tb PFK block: T. brucei PFK enzyme inhibition; T. brucei PFK, ADP-Glo luminescence; Potency, µM (top dose mostly 57.5 µM), without a hit: top-dose activity, negative = inhibition, hits mostly inhibitors; actives 0.17% (n = 330,000); AID 485367;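 further: potency means the concentration at half of the fitted maximal effect; 0% = uninhibited 1x PFK enzyme wells and -100% = no-enzyme wells; nearly all actives have a fitted effect of over 60% in size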
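ADP-Glo luminescence quantified ADP after 45 min at room temperature, with 1.25 nM T. brucei PFK, 0.1 mM ATP and 0.5 mM fructose-6-phosphate in pH 8.0 TEA buffer. qHTS titrations up to 57 µM; curves classified by quality.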
PTAP TSG101 blk: blocks PTAP/TSG101 interaction to inhibit HIV-1 budding | Q99816 | Fluorescence polarization, FITC-PTAP peptide / Tsg101 binding | Potency, µM (doses to about 115 µM), inactives show top-dose activity change, negative = inhibition, usual class: inhibitors | 340,000 tested, under 10 active; active means well fitted inhibition curve with a large enough effect in the main read-out, with a control signal flat, not every such curve was filed as active; inconclusive means small, poorly fitted or top-dose-only effect, or effect the other way, or a change in a side signal; inactive means no such curve, though single readings can be large or run the other way; further: potency means the concentration at half of the fitted maximal effect; % of control where 0% means no effect
Target sequence (Q99816 whole entry, looked up): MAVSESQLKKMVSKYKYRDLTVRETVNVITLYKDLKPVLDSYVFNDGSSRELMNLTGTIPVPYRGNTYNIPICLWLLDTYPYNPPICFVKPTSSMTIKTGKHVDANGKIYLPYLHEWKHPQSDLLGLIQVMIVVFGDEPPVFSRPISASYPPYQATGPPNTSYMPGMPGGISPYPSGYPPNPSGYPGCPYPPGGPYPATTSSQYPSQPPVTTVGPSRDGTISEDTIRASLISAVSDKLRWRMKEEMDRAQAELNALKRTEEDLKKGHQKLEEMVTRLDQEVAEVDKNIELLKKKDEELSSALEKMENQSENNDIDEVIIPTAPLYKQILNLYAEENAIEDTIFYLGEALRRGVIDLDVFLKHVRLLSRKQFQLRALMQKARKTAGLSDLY
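Steps: Tsg101 binding domain dispensed (10 uM final), compounds pinned in DMSO, FITC-labeled PTAP-motif peptide added (50 nM final); after 20 min binding at room temperature, polarization measured.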
Starred values were filed as active, the others as inactive; ? = inconclusive; nt = not tested or not shown. Unless noted, the call rests on the fitted dose curve; in most records, active means well fitted curve in the direction sought with a large enough effect; inconclusive means small, poorly fitted or top-dose-only effect, or another doubt; inactive means no such curve, though single readings can be large; an effect the other way counts as inactive or inconclusive. Compounds were not picked by outcome, and some 3% of all compounds hit somewhere here.

Order of results – ELG1 repair inh | Mito fusion yeast | PTAP TSG101 blk | TSHR antag | TCR activator | Tb PFK block | B2AR arrestin | Chronic BCR inh | USP2a block | Eya2 phos inh | uPA surface inh
1. O=C1C/C(=C\c2c(F)cccc2Cl)N2CCC1CC2
→ 10% | -5% | -9% | 0 | 0% | 4% | -0.2% | 3% | 3% | 2% | -11%
2. CC(C)c1cccc(C(C)C)c1NC(=O)CN1CCCC1
→ ? | -1% | 1% | -3 | -1% | 6% | -0.2% | 1% | 3% | -5% | 1%
3. Cc1ccc(NC(=O)NCc2ccc3c(c2)OCO3)cc1
→ ? | -4% | 2% | -5 | 0% | 0% | 0.4% | ? | 3% | 20% | nt
4. Cc1cc(Cl)ccc1OCC(=O)Nc1cccc(S(=O)(=O)N2CCCC2)c1
→ -14% | 24% | -3% | -17 | nt | -1% | 0.0% | -10% | 4% | 9% | ?
5. CCOC(=O)C1=C(C)Nc2ccccc2N/C1=N\S(=O)(=O)c1cccc(Cl)c1
→ -5% | 0% | -3% | 1 | -1% | -1% | 0.0% | -3% | -2% | 6% | -1%
6. Cc1nnc(SCC2=C(C(=O)O)N3C(=O)C(NC(=O)COc4ccc(F)cc4)C3SC2)s1 (configuration not stated)
→ 10% | 4% | -2% | 3 | 0% | -2% | -0.5% | 2% | 0% | 2% | -3%
7. COc1ccc(NS(=O)(=O)c2cccc(NC(=O)c3ccc(Cl)nc3)c2)cc1
→ ? | -4% | -4% | -45 | 3% | -1% | -0.2% | ? | 2% | -2% | -11%
8. CN(c1ccccc1)S(=O)(=O)c1cccc(NC(=O)COC(=O)C2CCCCC2)c1
→ 4% | 1% | -7% | -8 | 1% | -2% | -0.3% | -4% | 0% | -3% | 0%
9. Cc1ccc(/C=N/NC(=O)c2cccc(S(=O)(=O)Nc3ccccc3Cl)c2)o1
→ -10% | -2% | -4% | -16 | 3% | 1% | -0.6% | 7% | 1% | 4% | 6%
10. Cc1ccc(S(=O)(=O)/N=C(\CCl)N2CCOCC2)cc1
→ 15µM* | 11% | -6% | 16 | -5% | 5% | 0.0% | ? | 0% | -1% | -10%

Retrieved one by one from above (5):
Order of results – ELG1 repair inh | Mito fusion yeast | PTAP TSG101 blk | TSHR antag | TCR activator | Tb PFK block | B2AR arrestin | Chronic BCR inh | USP2a block | Eya2 phos inh | uPA surface inh
5. CCOC(=O)C1=C(C)Nc2ccccc2N/C1=N\S(=O)(=O)c1cccc(Cl)c1
→ -5% | 0% | -3% | 1 | -1% | -1% | 0.0% | -3% | -2% | 6% | -1%
1. O=C1C/C(=C\c2c(F)cccc2Cl)N2CCC1CC2
→ 10% | -5% | -9% | 0 | 0% | 4% | -0.2% | 3% | 3% | 2% | -11%
6. Cc1nnc(SCC2=C(C(=O)O)N3C(=O)C(NC(=O)COc4ccc(F)cc4)C3SC2)s1 (configuration not stated)
→ 10% | 4% | -2% | 3 | 0% | -2% | -0.5% | 2% | 0% | 2% | -3%
3. Cc1ccc(NC(=O)NCc2ccc3c(c2)OCO3)cc1
→ ? | -4% | 2% | -5 | 0% | 0% | 0.4% | ? | 3% | 20% | nt
9. Cc1ccc(/C=N/NC(=O)c2cccc(S(=O)(=O)Nc3ccccc3Cl)c2)o1
→ -10% | -2% | -4% | -16 | 3% | 1% | -0.6% | 7% | 1% | 4% | 6%

Other compounds
Order of results – ELG1 repair inh | Mito fusion yeast | PTAP TSG101 blk | TSHR antag | TCR activator | Tb PFK block | B2AR arrestin | Chronic BCR inh | USP2a block | Eya2 phos inh | uPA surface inh
11. COc1ccc(N(CC(=O)Nc2cc(Cl)ccc2OC)S(=O)(=O)c2c(C)[nH]c(=O)[nH]c2=O)cc1
→ 13% | 27% | -2% | 15 | -4% | 9% | 0.1% | 11% | 0% | -1% | 1%
12. Cc1c(Cl)c([N+](=O)[O-])nn1Cc1ccc(C(=O)N/N=C\c2cc(Cl)ccc2O)o1
→ 5.2µM* | 2% | -4% | -2 | 9% | -2% | 0.1% | -5% | 1% | 12% | -14%
13. CCCCC(=O)Nc1ccc(C)c(O)c1
→ ? | -2% | -6% | 13 | 8% | -2% | -1.5% | ? | 1% | 12% | -7%
14. CCOC(=O)C1(Cc2cccc(Cl)c2)CCCN(C(=O)c2cnn(CC)c2)C1 (configuration not stated)
→ ? | -1% | nt | -12 | -1% | 3% | 0.2% | -2% | 2% | 13% | -7%
15. N#CC1(c2ccccc2)CCCN1C(=O)c1ccc(Br)cc1 (configuration not stated)
→ -1% | 8% | -8% | 13 | -2% | -4% | -1.0% | -21% | 2% | 7% | nt
16. Cc1cc(NC(=O)CSc2nnc(C)n2C)no1
→ 7% | -2% | -5% | 2 | 2% | 3% | -0.1% | 1% | 4% | 5% | 6%
17. Cc1cccc(C)c1NC(=O)c1c(O)c2ccccc2[nH]c1=O
→ 7% | -7% | 0% | 1 | 8% | 0% | 4.4% | 0% | 2% | -7% | 5%

Source: PubChem BioAssay (National Center for Advancing Translational Sciences (NCATS))
